Screening data as filed in PubChem.
ZTA counter – ZTA (EBV) inhibition in EBNA-1 counter-screen; P03206; ZTA-DNA binding, fluorescence polarization; inhibition, % at 11 µM; 320,000 compounds, 0.15% hits; AID 2234; in the data active = inhibition above about 33%
LYPLA1 counter – LYPLA1 (human) inhibition in PME1 counter-screen; 320,000 compounds, 0.16% hits; inhibition, % at 5.9 µM; AID 2174; recombinant LYPLA1, FP-Rh probe fluorescence polarization; O75608;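 active = inhibition above the mean of all tested compounds plus 3 SD, set per campaign, cut at about 14% in these data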;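 note: inhibitors block serine hydrolase probe labeling of LYPLA1 so polarization falls; 0% = enzyme with DMSO and 100% = wells lacking LYPLA1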
PAFAH2 inh – inhibitors of human PAFAH2; Q99487; recombinant PAFAH2, FP-rhodamine activity probe, fluorescence polarization; inhibition, % at 3.39 µM; 340,000 compounds, 0.99% hits;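 active = inhibition above the mean over all tested compounds plus 3 SD, cut at about 30% in these data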;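 note: inhibitors block probe labeling of enzyme so polarization drops; 0% = enzyme with DMSO and 100% = wells lacking PAFAH2 protein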
PREPL inhibitor – human PREPL enzyme inhibition; Q4J6C6; recombinant PREPL, fluorescence polarization activity-based probe; inhibition, % at 5.96 µM; 320,000 compounds, 0.68% hits; in the data active = inhibition above about 43%;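 note: 0% = enzyme with DMSO and 100% = wells lacking enzyme; many of its hits are not listed in these tables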
PAFAH1B3 FP inh – inhibitors of human PAFAH1B3. 340,000 compounds, 0.28% hits. inhibition, % at 3.39 µM. Q15102. recombinant PAFAH1B3, FP-rhodamine probe, fluorescence polarization;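 active = inhibition above the screen-wide average of all tested compounds plus 3 SD, cut at about 25% in these data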;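 note: 0% = enzyme with DMSO only and 100% = wells lacking PAFAH1B3 protein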
Target sequence (Q15102 whole entry, looked up): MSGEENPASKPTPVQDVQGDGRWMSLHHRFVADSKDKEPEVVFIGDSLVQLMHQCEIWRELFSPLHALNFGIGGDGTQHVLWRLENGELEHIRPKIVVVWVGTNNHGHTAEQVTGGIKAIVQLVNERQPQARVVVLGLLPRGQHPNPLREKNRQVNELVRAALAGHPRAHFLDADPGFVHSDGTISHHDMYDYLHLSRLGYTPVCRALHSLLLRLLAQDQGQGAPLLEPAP
pPAFAH inh – pPAFAH (human) enzyme inhibition. recombinant pPAFAH, FP-rhodamine probe fluorescence polarization. Q13093. 330,000 compounds, 1.5% hits. inhibition, % at 3.39 µM;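 active = inhibition above the mean inhibition across the screen plus 3 SD, cut at about 25% in these data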;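 note: inhibitors block binding of the rhodamine activity-based probe so polarization drops; 0% = enzyme with DMSO and 100% = wells lacking pPAFAH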
Target sequence (Q13093 whole entry, looked up): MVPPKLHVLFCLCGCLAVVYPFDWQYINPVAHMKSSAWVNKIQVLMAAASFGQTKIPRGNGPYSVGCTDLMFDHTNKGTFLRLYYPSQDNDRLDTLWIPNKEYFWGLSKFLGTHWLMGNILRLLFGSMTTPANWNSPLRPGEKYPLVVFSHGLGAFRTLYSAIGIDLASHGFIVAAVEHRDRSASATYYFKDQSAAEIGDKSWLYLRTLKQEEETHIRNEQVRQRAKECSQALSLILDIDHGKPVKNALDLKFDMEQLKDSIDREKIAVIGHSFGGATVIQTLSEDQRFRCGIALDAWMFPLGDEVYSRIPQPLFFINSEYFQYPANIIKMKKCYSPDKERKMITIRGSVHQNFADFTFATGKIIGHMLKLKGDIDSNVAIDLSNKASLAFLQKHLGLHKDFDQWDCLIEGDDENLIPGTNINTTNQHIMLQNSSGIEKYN
LYPLA2 inh – blocks human lysophospholipase 2, a PME1 counter-screen. 320,000 compounds, 0.38% hits. recombinant LYPLA2, FP-Rh probe fluorescence polarization. AID 2177. inhibition, % at 5.9 µM. O95372;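 active = inhibition above the screen-wide mean plus 3 SD, limit set per campaign, cut at about 26% in these data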;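 note: 0% = LYPLA2 with DMSO and 100% = wells lacking LYPLA2 enzyme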
PAFAH1B2 inh – PAFAH1B2 (human) inhibition | inhibition, % at 3.39 µM | AID 492953 | P68402 | 340,000 compounds, 1.2% hits | recombinant PAFAH1B2, FP-rhodamine activity probe, fluorescence polarization;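 active = inhibition above the mean of all tested compounds plus 3 SD, cut at about 24% in these data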;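 note: 0% = enzyme with DMSO and 100% = wells lacking PAFAH1B2; many of its hits are not listed in these tables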
Target sequence (P68402 whole entry, looked up): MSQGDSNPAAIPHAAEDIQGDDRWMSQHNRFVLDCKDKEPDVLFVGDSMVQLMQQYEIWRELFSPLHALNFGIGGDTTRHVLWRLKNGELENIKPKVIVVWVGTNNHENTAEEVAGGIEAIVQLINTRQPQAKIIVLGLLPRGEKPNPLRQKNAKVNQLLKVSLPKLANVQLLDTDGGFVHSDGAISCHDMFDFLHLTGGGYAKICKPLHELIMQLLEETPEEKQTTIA
EBNA-1 inhibitor – blocks EBNA-1 binding to DNA; EBNA-1 DNA binding, fluorescence polarization; inhibition, % at 14.8 µM; 300,000 compounds, 0.34% hits; AID 1950; in the data active = inhibition above about 28%
* hit, by the source's call. Not all compounds are listed, so the mix of outcomes need not match the whole.

How did Cn1c(N)c(C(=O)COC(=O)c2cc(-c3ccco3)nc3ccccc23)c(=O)n(Cc2ccccc2)c1=O do in these assays?
ZTA counter: 0; LYPLA1 counter: -28; PREPL inhibitor: -33; pPAFAH inh: 7; LYPLA2 inh: -39; EBNA-1 inhibitor: 14

How did COc1ccc(C(=O)OCC(=O)NCc2ccccc2)c(OC)c1OC do in these assays?
ZTA counter: 10; LYPLA1 counter: -5; PAFAH2 inh: 57*; PREPL inhibitor: 4; PAFAH1B3 FP inh: -2; pPAFAH inh: 2; LYPLA2 inh: -4; PAFAH1B2 inh: 2; EBNA-1 inhibitor: -2

What do the screens show for `COc1ccc(-n2c(SCC(=O)C(C)(C)C)nc3c(sc(=S)n3-c3ccccc3)c2=O)c(OC)c1`?
ZTA counter: 12; LYPLA1 counter: -3; PAFAH2 inh: -3; PREPL inhibitor: 20; PAFAH1B3 FP inh: -2; pPAFAH inh: 5; LYPLA2 inh: -5; PAFAH1B2 inh: 3; EBNA-1 inhibitor: -4

What do the screens show for `CCCCNC(=S)NCc1ccc2c(c1)cc(C)n2C`?
ZTA counter: 0; LYPLA1 counter: -1; PAFAH2 inh: 2; PREPL inhibitor: 24; PAFAH1B3 FP inh: -11; pPAFAH inh: 1; LYPLA2 inh: -2; PAFAH1B2 inh: 1; EBNA-1 inhibitor: -6

Results for CSc1ccc(NC(=O)NCCCN2CCC(Cc3ccccc3)CC2)cc1 ?
ZTA counter: -1; LYPLA1 counter: -5; PAFAH2 inh: 3; PREPL inhibitor: 38; PAFAH1B3 FP inh: 13; pPAFAH inh: -4; LYPLA2 inh: -5; PAFAH1B2 inh: 1; EBNA-1 inhibitor: -3

Results for CCOC(=O)c1cc(NC(=O)c2cc(C)on2)cc(C(=O)OCC)c1 ?
ZTA counter: 1; LYPLA1 counter: 0; PAFAH2 inh: -5; PREPL inhibitor: 14; PAFAH1B3 FP inh: 12; pPAFAH inh: 0; LYPLA2 inh: 6; PAFAH1B2 inh: -2; EBNA-1 inhibitor: 2

Results for COc1ccc(CCC(C)NCC2CCCCC2)cc1 (stereo not given) ?
ZTA counter: -10; LYPLA1 counter: 3; PAFAH2 inh: -2; PREPL inhibitor: 18; PAFAH1B3 FP inh: 1; pPAFAH inh: 6; LYPLA2 inh: 1; PAFAH1B2 inh: 2; EBNA-1 inhibitor: -4

What do the screens show for `Cn1cc(/C=C2/SC(=O)N(c3ccccc3)C2=O)c2ccccc21`?
ZTA counter: -3; LYPLA1 counter: 1; PAFAH2 inh: 2; PREPL inhibitor: -3; PAFAH1B3 FP inh: 2; pPAFAH inh: -3; LYPLA2 inh: -8; PAFAH1B2 inh: 1; EBNA-1 inhibitor: -1

What do the screens show for `C=C(C)CCC(C)N1CCC(n2nccc2NC(=O)CCCc2ccccc2)CC1` (stereo not given)?
ZTA counter: -12; LYPLA1 counter: 2; PAFAH2 inh: -5; PREPL inhibitor: 25; PAFAH1B3 FP inh: 6; pPAFAH inh: 3; LYPLA2 inh: 4; PAFAH1B2 inh: 7; EBNA-1 inhibitor: -2

What do the screens show for `CCCCCCC(=O)N1C/C=C\C(c2ccc(OC)cc2)N(Cc2ccc(F)cc2)C(=O)C1` (stereo not given)?
ZTA counter: 0; LYPLA1 counter: 2; PAFAH2 inh: 0; PREPL inhibitor: 14; PAFAH1B3 FP inh: -2; pPAFAH inh: 3; LYPLA2 inh: -3; PAFAH1B2 inh: 7; EBNA-1 inhibitor: -9

Fetched by compound from the entries so far:
Results for CSc1ccc(NC(=O)NCCCN2CCC(Cc3ccccc3)CC2)cc1 ?
ZTA counter: -1; LYPLA1 counter: -5; PAFAH2 inh: 3; PREPL inhibitor: 38; PAFAH1B3 FP inh: 13; pPAFAH inh: -4; LYPLA2 inh: -5; PAFAH1B2 inh: 1; EBNA-1 inhibitor: -3

Results for COc1ccc(CCC(C)NCC2CCCCC2)cc1 (stereo not given) ?
ZTA counter: -10; LYPLA1 counter: 3; PAFAH2 inh: -2; PREPL inhibitor: 18; PAFAH1B3 FP inh: 1; pPAFAH inh: 6; LYPLA2 inh: 1; PAFAH1B2 inh: 2; EBNA-1 inhibitor: -4

(further entries)
Results for Cc1ccc2c(c1)c1c3n2CCN(CC(O)CNC(C)C)C3CCC1 (stereo not given) ?
ZTA counter: -15; LYPLA1 counter: 1; PAFAH2 inh: 4; PREPL inhibitor: 44*; PAFAH1B3 FP inh: 10; pPAFAH inh: -4; LYPLA2 inh: -6; PAFAH1B2 inh: 1; EBNA-1 inhibitor: -10

Results for COc1ccccc1C(=O)Nc1ccnn1C1CCN(C)CC1 ?
ZTA counter: 18; LYPLA1 counter: -1; PAFAH2 inh: 0; PREPL inhibitor: -2; PAFAH1B3 FP inh: 5; pPAFAH inh: 0; LYPLA2 inh: 1; PAFAH1B2 inh: -1; EBNA-1 inhibitor: 8

How did O=c1cc(-c2ccsc2)oc2cc(-c3ccc4c(c3)OCO4)ccc12 do in these assays?
PAFAH2 inh: 11; PREPL inhibitor: 10; PAFAH1B3 FP inh: -8; pPAFAH inh: 10; PAFAH1B2 inh: -1

How did CCC(=O)OC1CC(C)N(C(=O)c2ccccc2)c2ccc(C)cc21 (stereo not given) do in these assays?
ZTA counter: 0; LYPLA1 counter: 3; PAFAH2 inh: 10; PREPL inhibitor: 1; PAFAH1B3 FP inh: 3; pPAFAH inh: 1; LYPLA2 inh: 0; PAFAH1B2 inh: 10; EBNA-1 inhibitor: -3

How did Cc1ccc(C)c(NC(=O)Cc2ccc(S(=O)(=O)N3CCCCC3)s2)c1 do in these assays?
ZTA counter: -1; LYPLA1 counter: -1; PAFAH2 inh: -12; PREPL inhibitor: 25; PAFAH1B3 FP inh: 2; pPAFAH inh: 17; LYPLA2 inh: -2; PAFAH1B2 inh: 5; EBNA-1 inhibitor: 3

Results for COc1cc(NC(=O)CSc2nnc(-c3ccncc3)n2C2CCCCC2)ccc1NC(=O)c1ccco1 ?
ZTA counter: 12; LYPLA1 counter: -4; PAFAH2 inh: 0; PREPL inhibitor: 8; PAFAH1B3 FP inh: 7; pPAFAH inh: 17; LYPLA2 inh: -1; PAFAH1B2 inh: 7; EBNA-1 inhibitor: 10

Results for Cc1ccc(CNS(=O)(=O)c2c(C(=O)N3CCCCC3)c(C)n(C)c2C)cc1 ?
ZTA counter: -11; LYPLA1 counter: -1; PAFAH2 inh: 1; PREPL inhibitor: 8; PAFAH1B3 FP inh: -1; pPAFAH inh: -3; LYPLA2 inh: 3; PAFAH1B2 inh: -1; EBNA-1 inhibitor: -12

Results for Cc1cc(F)ccc1S(=O)(=O)Nc1ccc(C(=O)N2CCCCCC2)cc1 ?
ZTA counter: 4; LYPLA1 counter: -4; PAFAH2 inh: 3; PREPL inhibitor: 4; PAFAH1B3 FP inh: 8; pPAFAH inh: 10; LYPLA2 inh: 0; PAFAH1B2 inh: 1

What do the screens show for `CCOc1ccc(NC(=S)N(CCN2CCOCC2)Cc2cc3cc4c(cc3[nH]c2=O)OCO4)cc1`?
ZTA counter: 3; LYPLA1 counter: 3; PAFAH2 inh: 5; PREPL inhibitor: 11; PAFAH1B3 FP inh: 7; pPAFAH inh: 5; LYPLA2 inh: 3; PAFAH1B2 inh: 7; EBNA-1 inhibitor: -4

What do the screens show for `CCOC(=O)c1c(NC(=O)CSc2c[nH]c3ccccc23)sc2c1CCCC2`?
ZTA counter: 2; LYPLA1 counter: -11; PAFAH2 inh: -7; PREPL inhibitor: 2; PAFAH1B3 FP inh: -5; pPAFAH inh: 3; LYPLA2 inh: -12; PAFAH1B2 inh: 0; EBNA-1 inhibitor: 1

How did CC1CCCCC12NC(=O)N(CC(=O)NNC(=O)c1ccc(Br)cc1)C2=O (stereo not given) do in these assays?
PAFAH2 inh: -9; PREPL inhibitor: 2; PAFAH1B3 FP inh: -1; pPAFAH inh: 0; PAFAH1B2 inh: 2

How did O=C(CC1C(=O)NCCN1CC(c1ccccc1)c1ccccc1)NC1CC1 (stereo not given) do in these assays?
ZTA counter: 3; LYPLA1 counter: 1; PAFAH2 inh: -9; PREPL inhibitor: 11; PAFAH1B3 FP inh: 11; pPAFAH inh: 5; LYPLA2 inh: 10; PAFAH1B2 inh: 3; EBNA-1 inhibitor: -3

How did CCCCC(=O)Nc1cc([N+](=O)[O-])ccc1F do in these assays?
ZTA counter: 0; LYPLA1 counter: 1; PAFAH2 inh: 4; PREPL inhibitor: 8; PAFAH1B3 FP inh: 5; pPAFAH inh: 2; LYPLA2 inh: 0; PAFAH1B2 inh: 3; EBNA-1 inhibitor: -2

Results for COc1ccc(CNC(=O)c2ccc3ccccc3n2)cc1OC ?
ZTA counter: -9; LYPLA1 counter: -3; PAFAH2 inh: 7; PREPL inhibitor: 10; PAFAH1B3 FP inh: 4; pPAFAH inh: -2; LYPLA2 inh: -2; PAFAH1B2 inh: 1; EBNA-1 inhibitor: -13

How did Cc1ccc(OCC(=O)N(Cc2ccco2)C2CCS(=O)(=O)C2)cc1C (stereo not given) do in these assays?
ZTA counter: 3; LYPLA1 counter: 0; PAFAH2 inh: 4; PREPL inhibitor: 8; PAFAH1B3 FP inh: 5; pPAFAH inh: 2; LYPLA2 inh: 5; PAFAH1B2 inh: 6; EBNA-1 inhibitor: 10

How did Cc1cc(NC(=O)CSc2nnc(Cc3ccccc3)o2)no1 do in these assays?
ZTA counter: -12; LYPLA1 counter: 4; PAFAH2 inh: -7; PREPL inhibitor: 12; PAFAH1B3 FP inh: 4; pPAFAH inh: 4; LYPLA2 inh: 2; PAFAH1B2 inh: 7; EBNA-1 inhibitor: -6

What do the screens show for `OCCCNc1ncnc2sc(-c3ccccc3)cc12`?
ZTA counter: -7; LYPLA1 counter: -3; PAFAH2 inh: -1; PREPL inhibitor: -17; PAFAH1B3 FP inh: -7; pPAFAH inh: 6; LYPLA2 inh: -2; PAFAH1B2 inh: 4; EBNA-1 inhibitor: 4

Results for CCOc1ccc2c(C)c(Cl)c(=O)oc2c1 ?
ZTA counter: -3; LYPLA1 counter: 3; PAFAH2 inh: 3; PREPL inhibitor: -1; PAFAH1B3 FP inh: 3; pPAFAH inh: -1; LYPLA2 inh: 14; PAFAH1B2 inh: 5; EBNA-1 inhibitor: 0

How did CNC(=O)C1(C(F)(F)F)C/C(=C\CCO)CCCO1 (stereo not given) do in these assays?
ZTA counter: -17; LYPLA1 counter: -4; PAFAH2 inh: -4; PREPL inhibitor: 16; PAFAH1B3 FP inh: 8; pPAFAH inh: -2; LYPLA2 inh: -7; PAFAH1B2 inh: 6; EBNA-1 inhibitor: -2

What do the screens show for `COc1ccc(-c2c(C(C)=O)c(C)nc3sc4c(c23)NC(c2ccccc2)NC4=O)cc1` (stereo not given)?
ZTA counter: -17; LYPLA1 counter: 2; PAFAH2 inh: -1; PREPL inhibitor: 16; PAFAH1B3 FP inh: 11; pPAFAH inh: 0; LYPLA2 inh: 4; PAFAH1B2 inh: 0; EBNA-1 inhibitor: 2

What do the screens show for `CC(C)n1ncc2c(C(=O)NCCOc3ccccc3F)cc(C3CC3)nc21`?
PAFAH2 inh: 2; PREPL inhibitor: 19; PAFAH1B3 FP inh: 2; pPAFAH inh: 6; PAFAH1B2 inh: 2

What do the screens show for `Cc1ccc(S(=O)(=O)C(C#N)=C2N(C)c3ccccc3N2C)cc1`?
ZTA counter: -7; LYPLA1 counter: -1; PAFAH2 inh: -7; PREPL inhibitor: 6; PAFAH1B3 FP inh: 7; pPAFAH inh: -1; LYPLA2 inh: 0; PAFAH1B2 inh: 3; EBNA-1 inhibitor: 1

What do the screens show for `CCc1ccc(NC(=O)CNC(=O)[C@@H]2Cc3ccccc3CN2C(=O)OC(C)(C)C)cc1`?
ZTA counter: 1; LYPLA1 counter: -2; PAFAH2 inh: -7; PREPL inhibitor: 14; PAFAH1B3 FP inh: 1; pPAFAH inh: 2; LYPLA2 inh: 1; PAFAH1B2 inh: 5; EBNA-1 inhibitor: -4
